Assay outcomes: PubChem, several laboratories
PPC-1+TRAIL kill = compounds killing PPC-1 cancer cells with TRAIL present (potentiator screen, no TRAIL-free arm). PPC-1 cells + TRAIL, ATPLite viability luminescence. cell killing (% activity), % at 4 µM. 0.41% of 220,000 active;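 active = cell killing above 50% in the first pass at 4 µM, then a duplicate retest at 5 µM averaging 50% or more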;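 note: plate controls were cells with TRAIL plus DMSO for no effect and medium-only wells lacking cells for full effect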
NPY Y1 blocker = blocks the human neuropeptide Y Y1 receptor | P25929 | HEK293-CNG Y1 cells, membrane potential fluorescence; NPY at EC95, then isoproterenol | inhibition, % at 3.6 µM | 1% of 200,000 active;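 active = inhibition above the campaign mean inhibition of all tested compounds plus 3 SD, cut at about 20% in these data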;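 note: 0% = DMSO wells given NPY plus isoproterenol and 100% = isoproterenol alone without NPY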
Target sequence (P25929 whole entry, looked up): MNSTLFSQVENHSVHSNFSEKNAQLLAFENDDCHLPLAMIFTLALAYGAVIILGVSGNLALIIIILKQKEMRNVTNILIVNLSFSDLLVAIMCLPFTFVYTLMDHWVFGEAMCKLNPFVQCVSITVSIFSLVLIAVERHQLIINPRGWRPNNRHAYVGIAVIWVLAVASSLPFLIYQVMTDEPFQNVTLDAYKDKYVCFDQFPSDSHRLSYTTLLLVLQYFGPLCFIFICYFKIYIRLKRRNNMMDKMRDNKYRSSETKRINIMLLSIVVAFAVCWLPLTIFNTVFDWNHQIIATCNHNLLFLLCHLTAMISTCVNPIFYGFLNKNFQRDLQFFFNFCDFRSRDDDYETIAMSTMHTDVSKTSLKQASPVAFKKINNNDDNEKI
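Material: HEK293 Y1/CNG channel cell line | Also added: NPY (25 nM), isoproterenol (1 µM), Ro 20-1724 (25 µM) | Compound: One concentration, 3.6 µM, in 0.4% DMSO | Schedule: 3 h dye uptake, 1 h room-temperature compound, 45 min post-isoproterenol | Signal: Membrane-potential fluorescent dye readout | Read-out: % inhibition of NPY effect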
TRPML3 agonist = human mucolipin-3 channel agonism. 0.29% of 220,000 active. activation, % at 3 µM. HEK293 TRPML3-YFP, Fluo-8 calcium fluorescence; 100% = the carbachol control signal. Q8TDD5;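 active = activation above its plate's cutoff, the mean activation of the plate's test wells plus 3 SD, cut at about 12% in these data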;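 note: 0% = DMSO only wells and 100% = carbachol wells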
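Material: HEK293 cells stably carrying human TRPML3-YFP; compound dosing: single dose, 3 µM final nominal compound, 0.3% DMSO final; incubation: 1-h 37 °C dye load, 5-s basal, 120-s post-compound reads; technique: Fluo-8 intracellular calcium fluorescence, excitation 470-495 nm, emission 515-575 nm; read-out basis: percent activation from peak-to-basal fluorescence ratio, scaled between DMSO and carbachol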
PGE2 EP2 inh = blocks the human prostaglandin E2 receptor EP2 | C6 glioma cells expressing human EP2, cAMP TR-FRET; cells stimulated with saturating PGE2 | inhibition, % at 25 µM | AID 1422 | 0.52% of 260,000 active | P43116;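 active = percent inhibition above 40 after rounding to a whole number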;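 note: rat C6 glioma host cells with rolipram phosphodiesterase inhibitor present; the protocol text gives 20 µM as final concentration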
Target sequence (P43116 whole entry, looked up): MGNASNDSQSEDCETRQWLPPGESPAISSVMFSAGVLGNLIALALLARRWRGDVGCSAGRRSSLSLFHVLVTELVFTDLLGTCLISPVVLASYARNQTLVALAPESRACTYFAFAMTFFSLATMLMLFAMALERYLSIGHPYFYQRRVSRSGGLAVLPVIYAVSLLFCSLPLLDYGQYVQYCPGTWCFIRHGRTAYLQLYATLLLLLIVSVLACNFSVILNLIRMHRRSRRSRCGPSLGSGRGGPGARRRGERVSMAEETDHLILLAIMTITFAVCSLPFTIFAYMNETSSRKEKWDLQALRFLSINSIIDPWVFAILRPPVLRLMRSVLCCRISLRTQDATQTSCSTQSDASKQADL
zfTRPN1 agonist = activates the zebrafish TRPN1 channel | HEK293 zebrafish TRPN1-YFP, Fluo-8 calcium fluorescence; 100% = response to 87 µM carbachol | activation, % at 3 µM | 0.18% of 220,000 active | AID 1424;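 active = activation above its plate's cutoff, the mean activation of test wells on that plate plus 3 SD, cut at about 19% in these data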;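 note: 0% = DMSO alone and 100% = 87 µM carbachol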
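Material – zebrafish TRPN1-YFP in HEK293 cells · Doses – 3 µM single point · Schedule – dye 1 h 37 °C plus 30 min RT · Signal – Fluo-8 calcium fluorescence, excitation 470-495 nm, emission 515-575 nm · Read-out – % activation versus carbachol response · Control set – carbachol high, DMSO low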
EP2 mod = EP2 receptor (human) modulation; P43116; EP2-expressing cells, cAMP HTRF FRET, PGE2 co-stimulation; induction, % at 25 µM; 0.83% of 260,000 active; AID 940;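 active = compounds whose cAMP rise, as percent of the full-agonist control response, exceeds 60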;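 note: rat C6 glioma line stably carrying human EP2 under a CMV promoter; the protocol text gives 20 µM as final concentration; 100% = response of wells given 1 µM PGE2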
NPY1 pot ag = potentiates or activates human NPY-Y1 receptor; P25929; 0.37% of 220,000 active; activation, % at 3.6 µM; NPY-Y1 expressing cells, potentiator/agonist activation; AID 1304; in the data active = activation above about 33%, passing the limit was not always enough;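 note: cells stimulated with NPY at EC10 then isoproterenol at EC100; 0% = low agonist plus stimulus and 100% = saturating agonist plus stimulus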
14-3-3 Bad PPI = disrupts binding of bovine 14-3-3 zeta to phospho-Bad peptide; inhibition, % at 21.7 µM; P63103; AID 781; TR-FRET 14-3-3zeta/Dy647-pBad peptide displacement, 1 h; 0.71% of 220,000 active;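 active = inhibition above about 70%, limit read from the data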;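 note: 0% = full 14-3-3 plus peptide FRET controls and 100% = background without 14-3-3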
Target sequence (P63103 whole entry, looked up): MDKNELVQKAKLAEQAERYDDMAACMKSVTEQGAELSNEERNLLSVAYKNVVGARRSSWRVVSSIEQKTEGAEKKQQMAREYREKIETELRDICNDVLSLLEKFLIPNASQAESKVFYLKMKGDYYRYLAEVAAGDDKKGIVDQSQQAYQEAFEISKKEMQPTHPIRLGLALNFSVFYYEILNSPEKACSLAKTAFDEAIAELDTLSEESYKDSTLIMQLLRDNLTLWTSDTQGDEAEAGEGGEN
CHOP inh = blocks CHOP induction under ER stress. CHO-K1 CHOP-promoter luciferase, tunicamycin-induced, 15-18 h. inhibition, % at 10 µM. 3.8% of 220,000 active. AID 2732;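 active = compounds that reduced the stress-induced luciferase reporter signal by more than about 70% of percent inhibition, limit read from the data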;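 note: 0% = tunicamycin plus vehicle and 100% = wells without tunicamycin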
* hit, by the source's call; . = not tested or not shown; & = joins results of further samples; [ ] = remark or other dose. Only part of the results is shown; rates above refer to the full screens.

SMILES	PPC-1+TRAIL kill	NPY Y1 blocker	TRPML3 agonist	PGE2 EP2 inh	zfTRPN1 agonist	EP2 mod	NPY1 pot ag	14-3-3 Bad PPI	CHOP inh
CC(C)CCNC(=O)C(c1ccco1)N(C(=O)Cn1nnc2ccccc21)c1ccc2c(c1)OCO2 (configuration not stated)	16.2	-1.2	-0.7	6.7	0.2	28.7	-4.6	0.8	61.4
CCn1c(CNC(=O)C23CC4CC(CC(C4)C2)C3)nnc1SCC(=O)Nc1nnc(C)s1	-10.2	-0.6	0.7	10.3	1.2	11.4	5.9	8.8	29.0
COc1nc(Cc2ccc(Cl)cc2)nc2ccccc12	12.8	4.4	0.9	4.8	-0.4	-23.9	-11.6	-1.7	31.9
O=C(Nc1cc(C(F)(F)F)ccc1N1CCCC1)c1cccnc1	8.7	-1.6	0.7	3.5&7.1	0.0	1.3&-19.0	-24.0	11.0	-6.2
O=C(Cn1c2c(c(=O)n3ncnc13)CCC2)N/N=C/c1ccc(Cl)cc1	-14.0	.	0.5	6.9	0.8	-27.5	12.3	3.1	-7.3
Cc1cc(C)n(CCC(=O)N=Nc2c(O)[nH]c3ccc(Br)cc23)n1	-26.1	.	0.4	3.0	0.1	-4.7	28.4	-3.5	-6.2
CCOc1ccc(-c2nnn(CC(=O)Nc3cccc(OC)c3)n2)cc1OCC	-1.0	10.2	1.1	8.0&6.8	2.3	7.8&-13.5	-30.4	5.1	49.1
CC(C)Oc1ccc(/C=N/NC(N)=S)cc1	11.7	-1.7	-0.8	1.0	-0.4	20.1	20.1	-6.8	-2.3
Cc1ccc(NC(=O)CCC(=O)NNC(=S)Nc2ccccc2)c(C)c1	4.7	2.6	0.8	8.8	0.0	16.9	11.3	-7.4	8.4
Cc1ccc(CN2CCN(/N=C/c3cccnc3)CC2)c(C)c1	17.5	0.7	1.0	10.5	1.6	-27.7	15.4	33.5[fluorescence artefact?]	11.9
Cc1nc(C)n(CC(O)COc2ccc3ccccc3c2)n1 (configuration not stated)	2.9	0.7	0.1	11.7	1.3	-4.2	-1.7	-0.1	-4.2
CCn1cnc2c1c(=O)n(CC(=O)Nc1ccc3c(c1)OC(F)(F)O3)c(=O)n2Cc1ccccc1	12.9	8.2	0.3	16.9	-0.4	12.3	-7.2	4.7[fluorescence artefact?]	3.3
COc1ccc(/C=C(\C#N)C(=O)Nc2ccc3[nH]c(=O)[nH]c3c2)cc1	17.7	.	0.6	5.2	1.6	-27.6	0.7	9.1	-46.7
COC(=O)/C(=N\Nc1ccc(Cl)cc1)Sc1nnc(-c2ccc(OC)cc2)n1C	14.6	1.1	0.5	2.0	0.3	15.2	-6.1	3.7	-10.6
COC(=O)C1=C(C)N(C(C)C)C(=O)C1(NC(=O)C1CCCCC1)C(F)(F)F (configuration not stated)	17.3	-0.5	0.7	3.6	-0.2	2.1	14.9	2.3	12.5
CNC(=O)C1CC(=O)N(c2ccc(F)c(Cl)c2)C1 (configuration not stated)	11.6	2.3	-0.6	18.2	0.9	13.2	-10.1	8.0	41.9
O=C(Nn1cc(C(=O)N2CCN(c3ccccc3F)CC2)c2ccccc2c1=O)c1cnccn1	6.5	-2.9	0.3	.	1.4	30.4	7.8	-0.2[fluorescence artefact?]	11.1
CCCN(c1ccc(C(C)C)cc1)S(=O)(=O)c1c(C)[nH]c(=O)[nH]c1=O	3.3	1.4	0.4	1.6	-0.4	-22.8	-8.1	-3.6	1.4
Cn1c(NC(=O)c2ccccc2F)cc(=O)n(C)c1=O	12.5	3.6	0.8	8.0	1.7	5.7	-3.4	5.2[fluorescence artefact?]	-12.1
CCOC(=O)C(Cc1ccccc1)C(=O)Nc1nccs1 (configuration not stated)	-4.7	-0.7	0.7	13.1	0.6	-13.9	5.4	3.2	10.8
CCCNC(=S)N1CCC(NC(=O)Nc2ccc(C)cc2)CC1	-1.4	4.0	0.4	0.3&8.4	0.6	-5.6&14.1	0.7	-18.6	2.1
NC(=O)CSc1nc(-c2ccccc2)c(-c2ccccc2)o1	-1.1	-3.0	-0.4	2.8	-1.2	67.1*	12.1	-4.8	24.5
S=C(Nc1ccc(Cl)cc1)N1CCCC1	5.7	1.8	0.1	7.4	-1.1	4.2	-5.8	-3.8	5.2
CC(=O)N1CCc2cc(C(=O)CN3CCCCC3)ccc21	16.8	-3.2	1.0	.	1.8	-1.7	-14.0	-7.0	11.2
COc1ccc2cc(-c3nc4ccccc4n3C)c(=O)oc2c1	11.7	5.0	0.1	30.4	-0.2	8.7	-2.1	5.4	-0.9
(cont.)
SMILES	PPC-1+TRAIL kill	NPY Y1 blocker	TRPML3 agonist	PGE2 EP2 inh	zfTRPN1 agonist	EP2 mod	NPY1 pot ag	14-3-3 Bad PPI	CHOP inh
COc1ccc(N(Cc2ccccc2)S(=O)(=O)c2ccc(C)cc2)cc1	29.7	9.0	0.7	3.7	-0.9	69.1*	11.5	0.8	-2.7
COC(=O)c1c(NC(=O)CN2CCN(c3ccccc3)CC2)c2c(C)cccc2n1C	-11.1	-7.4	-0.1	9.2	2.1	-9.5	-1.1	4.9	26.8
CNc1nnc(Sc2ncccc2[N+](=O)[O-])s1	4.6	.	0.7	1.5	0.8	4.7	3.5	0.9	-36.0
CC(=O)NS(=O)(=O)c1ccc(NC(=O)c2cccc(S(=O)(=O)N3CCc4ccccc43)c2)cc1	-1.4	2.7	1.1	2.6	0.6	-1.0	5.0	-16.0	19.8
O=C(NNC(=O)c1cccc2ccccc12)c1ccc(-c2ccccc2)cc1	-6.1	-1.8	0.3	4.6	1.3	-31.0	5.9	6.0	97.9*
Cc1ccc(CNC(=O)CCCC(=O)O)cc1	5.2	-1.1	0.3	6.6	-0.9	10.8	-17.9	6.2	10.7
O=C(Nc1cccnc1)c1cccs1	42.4	4.8	0.9	4.7	-0.1	-30.8	18.1	-9.4	5.0
CCCn1c2ccccc2c2nnc(SCC(=O)Nc3cc(C)on3)nc21	10.2	-8.0	0.5	13.0	0.5	30.2	-7.0	50.9	30.0
CC(OC(=O)c1cc2sccc2n1C)C(=O)NCc1ccc2c(c1)OCO2 (configuration not stated)	4.8	4.9	-0.2	11.3	0.4	-44.8	-15.0	-10.8[fluorescence artefact?]	-7.8
O=C(COC(=O)c1cc(Br)c(Br)s1)NCCC1=CCCCC1	30.4	3.3	0.4	3.7	0.7	-4.1	-13.1	-6.1[fluorescence artefact?]	59.3
C=CCn1c(C)cc(C2=NNC(=NC(C)(C)C)SC2)c1C	49.0	8.3	-0.4	3.9	0.0	1.5	-15.4	19.5	63.1
O=C1/C(=C/c2ccco2)N=C(N2CCCCC2)N1c1ccccc1	12.1	1.2	0.5	6.7	-0.1	31.1	10.9	-15.3	24.4
CC1(C)CC(=O)c2sc(NC(=O)CN3C(=O)CCC3=O)nc2C1	22.1	-0.1	-0.2	4.5	-0.2	0.1	-5.9	4.2[fluorescence artefact?]	5.8
N#C/C(=C/c1ccc(N2CCCCC2)o1)C(=O)Nc1ccc2ccccc2c1	25.9	1.8	21.7*	13.7	39.6*	-17.4	-12.7	-16.4	37.5
O=C(Nc1ccccc1)c1cc(S(=O)(=O)N2CCSCC2)ccc1Cl	21.4	-0.6	0.3	8.0	-0.3	-16.2	-12.3	-12.5	-9.8
Cc1ccc(OCC(=O)N2CCC(N3CCCCCC3)CC2)cc1	14.7	5.6	0.7	15.8	0.0	1.9	5.3	5.6	-12.7
Cc1cnc(NC(=O)c2ccco2)s1	17.9	-3.7	0.4	8.1	-0.6	16.9	7.1	5.9	7.7
CCN(CCn1cccn1)C(=O)CC1C(=O)NCCN1CC1CCCCC1 (configuration not stated)	3.4	1.9	1.2	7.1	-0.8	19.8	18.2	-15.3	10.3
O=C(CCl)Nc1c[nH]c(=O)[nH]c1=O	5.9	-3.6	0.3	1.4	1.0	14.0	-0.7	-0.2	13.6
O=C(NCc1ccco1)c1ccccc1-c1ccccc1	-4.0	-2.1	0.2	10.4	-0.6	13.6	14.2	-4.9[fluorescence artefact?]	19.7
CC(=O)c1ccc(S(=O)(=O)N2Cc3ccccc3CC2C(=O)O)cc1 (configuration not stated)	-6.0	.	0.2	10.8	0.4	4.3	4.1	7.0	1.1
CC(C)c1ccc(-c2nc(N3CCCCC3)[nH]c(=O)c2C#N)cc1	-3.2	-5.3	0.8	5.2	0.0	1.7	5.8	0.9[fluorescence artefact?]	30.3
CC(=O)Nc1cccc(NC(=O)CSc2ncc(-c3ccccc3)[nH]2)c1	18.5	-0.4	0.0	5.6	1.3	-51.5	7.3	-7.3	8.4
CCOc1ccc(S(=O)(=O)n2nnc3ccccc32)cc1C(C)C	6.7	6.4	1.3	2.5	0.2	-5.3	-24.4	71.3*	8.6
COc1cc(C2Sc3ccccc3NC3=C2C(=O)OC3)cc(OC)c1OC (configuration not stated)	11.0	-0.6	0.6	3.0	-0.6	6.4	6.4	0.9	0.2
Other records.
SMILES	PPC-1+TRAIL kill	NPY Y1 blocker	TRPML3 agonist	PGE2 EP2 inh	zfTRPN1 agonist	EP2 mod	NPY1 pot ag	14-3-3 Bad PPI	CHOP inh
COc1cc(/C=N/n2cnnc2)ccc1OC(=O)c1ccncc1	-15.6	4.0	-0.1	8.8	0.2	38.4	-13.1	9.9	37.3
CC1CCN(c2nc3ccccc3nc2N2CCC(C)CC2)CC1	22.6	-5.4	0.8	.	0.3	2.3	5.6	-5.3	16.1
CCOC(=O)Nc1oc2ccccc2c(=O)c1C	4.0	2.6	0.2	3.6	1.0	14.4	7.9	-3.0	21.0
Cc1ccccc1NC(=O)CSc1nnc(-c2ccccc2)n1-c1ccccc1	-3.8	0.5	-0.7	16.7	-1.4	23.2	10.7	-16.6[fluorescence artefact?]	48.3
Cc1cc(=O)oc(C)c1C(=O)Nc1cccnc1Cl	0.2	.	-0.1	9.2	-1.8	-7.2	15.5	1.6	-2.9
N#C/C(=C1\CCCN1)c1ccc2ccccc2n1	2.4	7.4	-0.8	8.4	-1.4	-19.1	-13.7	-2.8	-7.8
CN(C)Cc1ccccc1Sc1ccc(Br)cc1	27.7	6.1	0.7	7.9	0.3	10.2	-5.9	-9.1[fluorescence artefact?]	33.7
COc1cccc(C(=O)C2CN(c3ccccc3)CC2c2ccc(Cl)cc2)c1 (configuration not stated)	1.5	-8.4	-0.6	10.7	-0.5	22.3	-5.5	-6.1	27.2
Cc1cccc(-n2c3nc(=O)[nH]c(=O)c-3cc3cc([N+](=O)[O-])ccc32)c1	16.2	1.5	1.6	12.5	2.8	24.3	-7.6	7.1	-9.7
CC1(C)CC(=O)c2cc(OCC(=O)N3CCOCC3)ccc2O1	-1.2	0.5	0.7	8.6	0.0	12.7	-1.4	-1.8	-15.1
